M1 antag: human M1 muscarinic receptor antagonists, primary screen, CHO-K1 cells, Fluo-8 calcium fluorescence, 1536-well | 360,000 tested, 1.3% active | CHO-K1 hM1, ACh EC80 antagonist | Muscarinic acetylcholine receptor M1 (Homo sapiens), P11229 | AID 588852, 2011 | inhibition, % at 3 µM;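 active = percent inhibition above its own plate's cutoff, namely the mean of that plate's compound wells plus 3 SD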;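 note: peak over basal fluorescence ratio during 140 s after agonist addition; 0% = ACh EC80 plus DMSO and 100% = DMSO alone without agonist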
Target sequence (P11229 whole entry, looked up): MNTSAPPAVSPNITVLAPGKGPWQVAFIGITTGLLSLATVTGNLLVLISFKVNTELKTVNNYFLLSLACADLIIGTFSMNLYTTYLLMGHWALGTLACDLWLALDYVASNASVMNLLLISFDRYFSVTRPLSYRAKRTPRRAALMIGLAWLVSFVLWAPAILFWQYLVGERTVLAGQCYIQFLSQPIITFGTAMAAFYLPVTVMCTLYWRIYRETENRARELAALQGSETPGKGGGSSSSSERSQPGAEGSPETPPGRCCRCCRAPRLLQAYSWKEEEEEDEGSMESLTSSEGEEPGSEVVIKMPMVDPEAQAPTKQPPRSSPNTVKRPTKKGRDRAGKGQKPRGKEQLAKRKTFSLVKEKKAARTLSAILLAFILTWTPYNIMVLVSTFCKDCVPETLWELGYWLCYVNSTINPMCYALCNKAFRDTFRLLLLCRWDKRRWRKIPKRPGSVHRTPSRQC
M1 PAM parental: nonselective calcium activators in parental CHO-K1 cells, primary screen, counter-screen for M1 PAM project, cell-based, Fluo-8 calcium fluorescence, full deck, 1536-well; ATP EC20; 0% at ATP EC20, 100% at ATP max; activation, % at 3 µM; 360,000 tested, 0.02% active;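 active = activation above the run cutoff, the mean activation of all test compounds plus 3 SD, cut at about 40% in these data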;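 note: peak over basal fluorescence ratio in a 140 s read after ATP addition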
CHO parental Ca: ATP-evoked calcium signal inhibitors, parental CHO, primary screen, counter-screen for OX1R antagonist project, cell-based, fluorescence, Fluo-8 calcium dye; inhibition, % at 5.6 µM; parental CHO-K1, ATP-induced calcium, Fluo-8 fluorescence; AID 463079, 2010; 330,000 tested, 0.63% active;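 active = inhibition above that plate's mean sample inhibition plus 3 SD, cut at about 26% in these data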;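 note: 0% = ATP-challenged DMSO wells and 100% = DMSO wells without ATP; some compounds past the cut are filed as inactive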
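Measured by: calcium-sensitive Fluo-8 fluorescence / Test system: CHO parental line / Controls: ATP-challenged DMSO wells low, unchallenged DMSO wells high / Measure: % inhibition / Compound: single nominal dose of 5.6 µM per compound / Replicates: single well per compound, no replicates / Reagent: ATP as calcium-mobilizing challenge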
OXTR potentiator: human OXTR potentiators, primary screen, fluorescence, CHO-OTR cells, Fluo-8 calcium | Oxytocin receptor (Homo sapiens), P30559 | Fluo-8 calcium fluorescence, potentiator mode; 0% = oxytocin EC15, 100% = EC100 | activation, % at 3 µM | 320,000 tested, 0.061% active | AID 2445, 2010;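 active = activation above that plate's cutoff, the mean activation of tested compounds plus 3 SD, cut at about 6.6% in these data, passing the limit was not always enough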;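 note: 100% uses oxytocin at 75 nM as the full agonist control; some results filed as inactive read as strong as hits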
Target sequence (P30559 whole entry, looked up): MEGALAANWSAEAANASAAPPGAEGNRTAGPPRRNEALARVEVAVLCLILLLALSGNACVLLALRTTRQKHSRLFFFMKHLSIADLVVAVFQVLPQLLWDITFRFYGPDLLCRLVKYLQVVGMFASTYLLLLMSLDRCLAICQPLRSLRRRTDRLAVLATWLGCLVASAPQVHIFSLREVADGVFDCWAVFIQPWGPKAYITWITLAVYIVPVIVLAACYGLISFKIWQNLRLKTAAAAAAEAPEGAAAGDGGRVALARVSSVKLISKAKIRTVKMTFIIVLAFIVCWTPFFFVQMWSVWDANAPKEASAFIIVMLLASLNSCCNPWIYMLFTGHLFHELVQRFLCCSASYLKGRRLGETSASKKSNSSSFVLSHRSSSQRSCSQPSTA
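Assay system: CHO cell line stably expressing human OTR. Reagent: EC15 oxytocin agonist. Dosing: single dose, 3.0 µM nominal final compound concentration. Timing: compound 6 min at room temperature before oxytocin, 100 s read. Signal: kinetic Fluo-8 calcium fluorescence. Controls: oxytocin EC15 low and EC100 high.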
CHRM1 agonist: human M1 muscarinic receptor agonists, primary screen, Fluo-8 calcium fluorescence, CHO-K1 cells, HTS; Muscarinic acetylcholine receptor M1 (Homo sapiens), P11229; CHO-K1 hM1, agonist mode; 0% DMSO, 100% acetylcholine EC100; activation, % at 3 µM; 360,000 tested, 0.33% active;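 active = activation above the run's mean compound activation plus 3 SD, cut at about 16% in these data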;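 note: peak over basal fluorescence ratio within a 140 s kinetic read after compound addition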
M1 ag parental: counter-screen for M1 agonists: effect in parental CHO-K1 cells; Fluo-8 calcium fluorescence; scaled to maximal ATP response, vehicle zero; activation, % at 3 µM; 360,000 tested, 0.48% active; AID 602248, 2012; in the data active = activation above about 15%;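 note: untransfected CHO-K1 host cells lacking M1 receptor as counterscreen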
CHO-K1 Ca antag: nonselective inhibitor or artifact in parental CHO-K1 cells | AID 602250 | 360,000 tested, 0.6% active | ATP-induced calcium, Fluo-8 fluorescence | inhibition, % at 3 µM;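 active = inhibition above a per-plate cutoff, the plate's mean sample inhibition plus 3 SD, cut at about 24% in these data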;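 note: 0% = DMSO plus EC80 ATP and 100% = DMSO alone without ATP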
TAAR1 antagonist: human TAAR1 antagonists, primary screen, Fluo-8 calcium fluorescence, CHO RD-HGA16 cells | 360,000 tested, 1.5% active | antagonist | Trace amine-associated receptor 1 (Homo sapiens), Q96RJ0 | inhibition, % at 3 µM;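 active = inhibition above a per-plate cutoff, the mean inhibition of test compounds on that plate plus 3 SD, cut at about 49% in these data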;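 note: 0% = DMSO plus EC80 beta-PEA response and 100% = DMSO alone without agonist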
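Test system: RD-HGA16 CHO cells with stable hTAAR1 and Gα16 / Probe or stimulus: EC80 β-phenethylamine stimulus / Times: seeding 17-24 h prior, 75-min 37 °C, 30-min RT dye loading / Detection: Fluo-8 calcium-sensitive fluorescence / Read-out basis: % inhibition scaled between DMSO and EC80 PEA controls / Repeats: singlicate, one well per test compound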
TAAR1 ag: human TAAR1 agonists, primary screen, Fluo-8 calcium fluorescence, CHO RD-HGA16 cells | Trace amine-associated receptor 1 (Homo sapiens), Q96RJ0 | vehicle wells 0%, saturating PEA agonist 100% | activation, % at 3 µM | 360,000 tested, 0.99% active | AID 624467, 2012;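 active = activation above the mean activation of all test compounds in the run plus 3 SD, cut at about 38% in these data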
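Test system: RD-HGA16 (CHO) cells co-expressing Gα16 and hTAAR1 | Doses: Single dose, 3 µM | Schedule: 17-24 h seeding, 75 min 37 °C dye, 30 min RT | Evaluation: % activation from peak over basal fluorescence ratio, DMSO-to-PEA scaled | Technique: Kinetic Fluo-8 calcium fluorescence | Benchmarks: Low control DMSO, high control PEA (EC100)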
* hit, by the source's call; . = not tested or not shown.

SMILES	M1 antag	M1 PAM parental	CHO parental Ca	OXTR potentiator	CHRM1 agonist	M1 ag parental	CHO-K1 Ca antag	TAAR1 antagonist	TAAR1 ag
COc1cccc(NC(=O)COC(=O)c2ccc3c(c2)OCO3)c1	10	4	.	.	-3	2.9	-2	-5	2
COCCn1nnnc1C(c1ccc(OC)c(OC)c1)N1CCc2ccccc21 (stereo not drawn)	-12	-13	-21	-3	-1	-0.3	7	-10	8
COc1ccc(-c2noc(-c3cccs3)n2)cc1OC	4	-16	-17	2	-5	2.3	4	-22	2
Cc1ccccc1OCc1nnc(SCc2cc(=O)[nH]c3ccccc23)o1	-9	20	-3	1	-1	0.2	-18	-14	11
CC1CN(S(=O)(=O)c2cccc(C(=O)OC/C(O)=C(\C#N)c3nc4ccccc4[nH]3)c2)CC(C)O1 (stereo not drawn)	-8	-2	-14	-5	-7	0.2	6	2	4
Cc1ccc(C)c(N2CCN(C(=O)CCCn3c(=O)c4cccn4c4cccnc43)CC2)c1	0	1	-37	-11	-1	4.8	-6	26	3
O=C(Nc1sccc1C(=O)NCc1ccco1)c1cccnc1	2	-7	-16	-4	-1	1.7	13	18	6
O=C(O)c1cnc(-c2ccccc2)nc1Sc1ccccc1Cl	-20	16	0	-1	-5	0.3	-1	-24	-1
CC(OC(=O)CN1C(=O)NC2(CCCC2)C1=O)C(=O)c1ccc(C(C)(C)C)cc1 (stereo not drawn)	-2	11	-10	-11	1	9.5	-10	1	3
O=C(NCc1ccccc1F)C1CCCN(S(=O)(=O)c2ccc(-n3cnnn3)cc2)C1 (stereo not drawn)	1	-26	-4	-10	-4	-0.1	15	-4	10
O=c1cc(CSc2nnnn2-c2ccccc2)[nH]c2[nH]n(-c3ccccc3)c(=O)c12	-14	4	-9	3	1	0.0	-10	-1	9
CN(C)S(=O)(=O)c1ccc(C(=O)OCc2ccc([N+](=O)[O-])cc2)cc1	-4	10	-3	-16	-3	5.1	-8	14	1
Cc1cccc(Nc2ccc(S(=O)(=O)N3CCOCC3)cc2[N+](=O)[O-])c1	8	-5	1	-7	-8	0.3	-7	-4	-3
Cc1nc2cc(NC(=O)c3ccc([N+](=O)[O-])s3)ccc2s1	-16	16	8	-12	-1	3.5	0	-4	3
Cc1ccc(S(=O)(=O)Nc2cc(C(F)(F)F)ccc2N2CCOCC2)c(C)c1	-7	17	-35	-8	-6	0.4	-3	-21	1
CCN(CC(=O)N1CCN(Cc2ccccc2)CC1)S(=O)(=O)c1ccccc1	-2	-6	0	-7	1	3.8	1	-33	4
COc1ccc(NC(=O)CCn2cccc2)c(OC)c1	2	-9	-5	0	-5	-0.1	11	1	4
O=C(O)C1CCCN(S(=O)(=O)c2ccc(-c3ccc(=O)[nH]n3)s2)C1 (stereo not drawn)	0	11	-12	0	-3	-0.5	1	-9	2
O=C(NCCc1ccccc1)C1CCCN1C(=O)Nc1ccccc1 (stereo not drawn)	-12	-13	-17	-3	-3	-0.5	-4	0	0
Cc1cc(=O)n2nc(-c3ccccc3)sc2c1C#N	-4	14	-5	-8	-3	0.3	-10	2	15
COc1cccc(NC(=O)Cc2nnc(SCC(=O)NC(C)c3ccccc3)n2C)c1 (stereo not drawn)	-10	22	4	-6	-5	0.2	-11	9	4
CC(C)NC(=O)/C(C#N)=C/c1ccc(N(C)C)o1	10	-13	1	-4	1	3.6	4	-11	5
Cn1c(N)c(C(=O)COC(=O)c2ccco2)c(=O)n(C)c1=O	-6	19	1	-14	0	0.7	0	9	0
CCc1sc(C(=O)NC)cc1Br	-6	21	-9	3	-4	2.4	-11	11	5
O=C1NCCN1Cc1ccc(F)cc1	20	-14	-10	1	-4	0.1	-19	-17	4
(continued)
SMILES	M1 antag	M1 PAM parental	CHO parental Ca	OXTR potentiator	CHRM1 agonist	M1 ag parental	CHO-K1 Ca antag	TAAR1 antagonist	TAAR1 ag
Cn1c(SCC(=O)NCC2CCCO2)ncc(C(=O)Nc2ccc(Cl)cc2)c1=O (stereo not drawn)	-5	16	-6	-12	-1	1.8	-5	-24	5
O=C(NCC1CC1)c1ccc2sc([C@@H]3O[C@H](CO)[C@H](O)[C@H](O)[C@H]3O)nc2c1	-21	1	.	.	-2	-0.2	1	-12	0
COc1cc(OC)cc(C(=O)Nc2cccc(NC(=O)c3cc(OC)cc(OC)c3)n2)c1	22	6	-11	-6	-3	5.5	5	75*	14
COC(=O)c1oc2c(c1C)C1(CCC2)SCCS1	30*	8	-14	-8	-6	-0.2	-3	95*	12
CCOC(=O)N1CCN(C(=O)c2cc3ccc(OC)cc3[nH]2)CC1	-10	23	-4	-5	-1	0.8	-15	-22	6
Cc1cccc(-c2nc(N)nc(N)n2)c1	4	22	-6	-3	-3	0.6	-16	-10	1
CS(=O)(=O)c1ccc(-c2nnc(NC(=O)c3ccc(S(=O)(=O)N4CCCC4)cc3)o2)cc1	-6	-5	1	2	-3	0.6	-2	12	1
C[C@H](NC(=O)[C@H]1N2C(=O)c3ccccc3C2SC1(C)C)C(=O)N1CCC[C@H]1CO (stereo partly drawn)	-11	7	-8	4	-4	0.2	-4	-9	1
CC(Cc1c[nH]c2ccccc12)C(=O)N1CCN(c2ccccc2F)CC1 (stereo not drawn)	-2	-4	-16	-4	0	2.7	-10	8	0
CC(CN1CCCC1)OC(=O)c1ccc(Cl)cc1 (stereo not drawn)	-6	12	1	-22	-10	0.6	-5	-11	4
Cc1cc(C)n(CC(=O)NNC(=O)C2CC(=O)N(Cc3ccccc3Cl)C2)n1 (stereo not drawn)	-10	10	-5	-4	-2	0.2	-12	-21	1
Cc1cc(S(=O)(=O)NCc2ccccc2)ccc1OCC(=O)NCC1CCCO1 (stereo not drawn)	6	-6	-19	-3	-6	0.0	4	23	10
CCOC(=O)N1CCN(C(=O)c2cnn3ccccc23)CC1	-5	10	-10	6	-2	-0.5	-8	6	-1
CC1(C)Cc2c(c(N3CCOCC3)nc3sc(C(=O)Nc4ccc(Cl)cc4)c(N)c23)CO1	-18	3	-14	-7	-2	0.5	-9	-18	3
CCCCN(C)CCNC(=O)C(NC(=O)C1CCC(C)CC1)C(C)C (stereo not drawn)	-10	11	-12	-7	-5	-0.4	-14	-16	0
Cc1ccc(C(=O)C[n+]2cc(-c3ccc(C)cc3)n3c2CCCCC3)cc1	12	-13	1	-3	-14	0.5	-2	3	14
COCC(C)N1CCC(Oc2ccc(C(=O)N3CCCC3)cc2)CC1 (stereo not drawn)	-3	8	-12	-2	-5	4.5	-12	-18	2
O=C(Nc1c2c(nn1-c1ccccc1)CS(=O)(=O)C2)C1CC1	-15	20	.	.	-3	-0.1	-6	-18	0
Cc1cc(C(=O)NNC(=O)c2ccc(F)cc2)c(C)s1	-15	7	-17	-1	3	0.8	-11	-2	0
O=C(O)CCC(=O)Nc1nc2ccccc2s1	2	12	-4	0	-1	1.3	-6	7	8
CS(=O)(=O)N1CCN=C1SCc1ccc(F)cc1	-6	1	5	-2	-3	0.1	0	-18	0
O=C(N/N=C(\Cc1ncc[nH]1)c1ccccc1)c1cccnc1	-8	19	3	-14	-2	0.2	-6	-10	1
O=C(NCc1ccccc1)[C@@H]1CCCN1C(=O)[C@@H]1CCCN1C(=O)c1cccc2ccccc12	.	7	.	.	.	1.0	-17	-21	3
COc1ccc(S(=O)(=O)/N=C2/NC(=O)/C(=C\c3cc(OC)c(OC)cc3[N+](=O)[O-])S2)cc1	-19	18	1	-7	0	0.6	-7	-25	0
Cc1cccnc1NC(=O)/C=C/c1ccc2c(c1)OCO2	6	2	18	-11	-5	0.2	-4	4	4
Further records:
SMILES	M1 antag	M1 PAM parental	CHO parental Ca	OXTR potentiator	CHRM1 agonist	M1 ag parental	CHO-K1 Ca antag	TAAR1 antagonist	TAAR1 ag
COc1ccc(CCN2C(=O)c3ccccc3NC2c2cc(Cl)c(O)c(OC)c2)cc1 (stereo not drawn)	5	16	-1	-2	-7	3.8	-7	13	4
O=C(NCC(c1ccco1)N1CCN(c2ccccc2)CC1)C1CCCCC1 (stereo not drawn)	-1	2	.	.	-8	-0.2	-7	-18	-1
Cc1ccccc1OCC(=O)NNC(=O)CSc1nc(N)cc(N)n1	-4	3	1	-14	-7	5.4	5	-6	1
C/C(CC(=O)Nc1ccc([N+](=O)[O-])cc1)=N/NC(=O)C1C2CCCCC21 (stereo not drawn)	-4	6	-1	-6	-3	0.7	-8	5	-1
CN1CCN(CCCCOc2ccc(F)cc2)CC1	-11	16	-19	-7	-4	0.2	-12	3	-1
Cc1cc(C(F)F)nn1CC(=O)NC1CCCC1	-16	21	-4	-8	-1	2.6	-3	1	0
CC12CCC(C(=O)N3CCCCC3)(CC1=O)C2(C)C (stereo not drawn)	-13	18	4	-11	-4	0.6	-8	1	1
CNc1cc(=O)n(C)c(=O)n1-c1ccccc1	1	-13	-6	-3	-3	0.5	-10	-16	8
Cc1ccc(C(=O)NC(=S)Nc2ccc(N3CCOCC3)cc2)c(C)c1	-6	19	-24	-8	0	1.6	-8	-18	15
O=C(Nc1ccc(OC(F)(F)F)cc1)N1CCN(c2ccnc3cc(Cl)ccc23)CC1	18	-21	-2	-13	-2	5.1	27*	-22	-1

An excerpt from above in order of heavy-atom count, rising:
SMILES	M1 antag	M1 PAM parental	CHO parental Ca	OXTR potentiator	CHRM1 agonist	M1 ag parental	CHO-K1 Ca antag	TAAR1 antagonist	TAAR1 ag
CNc1cc(=O)n(C)c(=O)n1-c1ccccc1	1	-13	-6	-3	-3	0.5	-10	-16	8
CC12CCC(C(=O)N3CCCCC3)(CC1=O)C2(C)C (stereo not drawn)	-13	18	4	-11	-4	0.6	-8	1	1
Cc1ccccc1OCC(=O)NNC(=O)CSc1nc(N)cc(N)n1	-4	3	1	-14	-7	5.4	5	-6	1
COc1ccc(CCN2C(=O)c3ccccc3NC2c2cc(Cl)c(O)c(OC)c2)cc1 (stereo not drawn)	5	16	-1	-2	-7	3.8	-7	13	4

From PubChem
